IDE cell inh = inhibits human insulin-degrading enzyme in HEK cells; P14735; FAbetaB cleavage, fluorescence polarization; inhibition, % at 5.59 µM; 320,000 compounds, 0.41% hits; AID 434962;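 active = percent inhibition above the average of all tested compounds plus 3 SD, set per screening campaign, cut at about 16% in these data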;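 note: IDE supplied by intact live HEK cells; FP after avidin binding of uncleaved biotin substrate so inhibition keeps polarization high; 0% = DMSO wells and 100% = 60 µM reference IDE inhibitor Ii1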
Target sequence (P14735 whole entry, looked up): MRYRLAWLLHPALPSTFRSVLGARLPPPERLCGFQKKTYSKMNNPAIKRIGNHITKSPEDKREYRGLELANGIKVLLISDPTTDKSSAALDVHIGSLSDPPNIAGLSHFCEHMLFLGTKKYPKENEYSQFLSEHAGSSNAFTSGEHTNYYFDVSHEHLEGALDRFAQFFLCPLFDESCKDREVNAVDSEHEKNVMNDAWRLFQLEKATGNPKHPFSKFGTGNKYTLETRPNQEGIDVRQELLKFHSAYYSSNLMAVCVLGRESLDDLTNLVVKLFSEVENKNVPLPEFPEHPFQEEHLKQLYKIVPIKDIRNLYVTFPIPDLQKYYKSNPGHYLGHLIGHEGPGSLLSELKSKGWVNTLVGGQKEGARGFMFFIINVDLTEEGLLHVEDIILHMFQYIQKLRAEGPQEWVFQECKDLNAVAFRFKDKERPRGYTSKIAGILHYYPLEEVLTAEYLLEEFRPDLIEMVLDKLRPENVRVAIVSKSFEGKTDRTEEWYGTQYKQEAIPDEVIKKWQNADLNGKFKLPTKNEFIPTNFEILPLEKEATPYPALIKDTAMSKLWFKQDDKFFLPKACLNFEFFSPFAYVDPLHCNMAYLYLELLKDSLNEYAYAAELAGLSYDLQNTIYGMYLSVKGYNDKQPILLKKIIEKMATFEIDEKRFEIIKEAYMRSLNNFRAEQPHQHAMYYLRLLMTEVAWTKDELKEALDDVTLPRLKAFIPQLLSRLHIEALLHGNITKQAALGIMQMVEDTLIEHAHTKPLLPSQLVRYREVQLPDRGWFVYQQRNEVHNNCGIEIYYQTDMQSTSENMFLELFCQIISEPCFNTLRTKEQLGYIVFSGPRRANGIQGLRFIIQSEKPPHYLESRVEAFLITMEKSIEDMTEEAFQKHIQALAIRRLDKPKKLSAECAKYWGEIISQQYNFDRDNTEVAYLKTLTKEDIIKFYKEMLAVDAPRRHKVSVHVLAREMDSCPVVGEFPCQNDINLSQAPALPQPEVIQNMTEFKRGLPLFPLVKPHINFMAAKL
CRFR2-BP ag = CRF-BP/CRF-R2 complex agonism; HEK293 CRF-R2/CRF-BP, calcium dye fluorescence (FLIPR); percent of saturating CRF peptide response; activation, % at 13.2 µM; 350,000 compounds, 0.46% hits; AID 588473;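 active = activation of at least 50%, plus an integration ratio under a set limit after plate pattern correction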;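 note: plate controls were neutral control wells without compound for no effect and CRF at EC100 for full effect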
MEKK3 PB1 HTS = raises or lowers MEK5 binding to the human MEKK3 PB1 domain | AID 1529 | Q99759 | bead-based flow cytometry, Alexa488-MEK5 binding to MEKK3; actives lie on both sides; 0 = blocked by unlabeled MEK5, 100 = vehicle | binding response (% of control), % at 10 µM | 290,000 compounds, 1.4% hits;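 active = binding response more than 3 SD above or below the average of its plate-row segment, actives on both sides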;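 note: Alexa488 bead fluorescence after subtracting the streptavidin-only scavenger bead signal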
CRFR2-BP antag = blocks CRF-induced signaling of the CRF-BP/CRF-R2 complex. HEK293 CRF-R2/CRF-BP, CRF-induced calcium fluorescence. inhibition, % at 11.8 µM. 350,000 compounds, 0.59% hits. AID 588475;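 active = inhibition of the ligand-induced calcium signal above about 50% at the single tested concentration, limit read from the data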
PHOSPHO1 block = blocks human PHOSPHO1 phosphatase activity; AID 1565; 290,000 compounds, 1.1% hits; recombinant PHOSPHO1, absorbance phosphatase assay; inhibition, % at 13.3 µM; in the data active = inhibition above about 60%
p-CIP stab down = compounds decreasing mouse p/CIP protein stability | Q05BA5 | F442A p/CIP-EGFP cells, EGFP fluorescence, 16 h | decrease of EGFP signal, % at 10 µM | 290,000 compounds, 0.01% hits | AID 1984;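 active = EGFP signal decrease of at least 30% at 10 µM or well 3 SD below plate mean, unless failing retest; inactive = the rest, including hits failing retest or dose response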; note: some compounds called inactive have numbers as strong as hits; many of its hits are not listed in these tables
IDE act = IDE (human) activation, cell-based; HEK cells, FAbeta-B cleavage, fluorescence polarization; 0% vehicle, 100% cell-free pure enzyme wells; activation, % at 5.96 µM; AID 493087; 340,000 compounds, 0.073% hits;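 active = activation above the mean of all tested compounds plus 3 SD, set per screening campaign, cut at about 17% in these data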
GalR3 antag = blocks the human galanin receptor 3; HEK293 GalR3-CNG cAMP membrane potential fluorescence; galR3 body fused to GalR1 C-terminus; inhibition, % at 3 µM; 360,000 compounds, 0.44% hits; AID 651719;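 active = inhibition above the screen-wide average plus 3 SD, cut at about 13% in these data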;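 note: forskolin and galanin both at EC90 stimulate the cells; cAMP rise reported by CNG channel membrane potential dye signal; 0% = forskolin plus galanin with DMSO and 100% = forskolin alone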
M4 PAM = potentiates acetylcholine response at human M4 receptor. 360,000 compounds, 0.4% hits. CHO-K1 hM4/Gqi5, Fluo-8 calcium fluorescence, ACh EC20; 0% = ACh EC20, 100% = maximal ACh. P08173. activation, % at 3 µM. AID 624126;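 active = activation above its plate's cutoff, the mean activation of sample wells plus 3 SD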; note: some results filed as inactive read as strong as hits
* hit, by the source's call; / = not tested or not shown.

SMILES	IDE cell inh	CRFR2-BP ag	MEKK3 PB1 HTS	CRFR2-BP antag	PHOSPHO1 block	p-CIP stab down	IDE act	GalR3 antag	M4 PAM
Cc1ccc(NC(=O)COC(=O)c2c(-c3ccccc3)noc2C)c(C)c1	-2	-0.1	/	15	/	/	-1	-6	10
O=C(CCc1nc2ccccc2c(=O)[nH]1)NCc1ccccn1	2	11	99	13	-15	16	-3	-6	1
Cn1ccnc1Sc1ccccc1[N+](=O)[O-]	10	-0.4	101	-7	-24	0	-5	-7	6
CC1(C)CC(=O)C2=C(C1)N(c1ccccc1)C(=O)C2(O)C(F)(F)F (configuration not stated)	16*	-0.9	108	-2	13	-3	3	-7	0
COC(=O)c1ccc(OCc2nn[nH]n2)cc1	7	2.0	102	-11	41	2	3	-3	0
C[C@@H]1CCCCO[C@H](CN(C)Cc2ccccc2)[C@@H](C)CN([C@H](C)CO)C(=O)c2cc(NC(=O)c3ccccc3)ccc2O1	/	-0.7	/	10	/	/	/	-7	-3
CCOC(=O)N1CCN(C(=O)Cc2ccccc2OC)CC1	-2	-0.7	105	11	/	3	1	-6	0
O=C1Cn2c(nc3ccccc32)N1c1ccccc1F	1	0.3	103	14	-2	-2	2	-1	-8
c1ccc(Cn2c(NCc3ccco3)nc3ccccc32)cc1	-1	-1.5	103	0	33	-10	4	-5	2
O=C(CSc1ccc(Cl)cc1)NCc1ccco1	1	-2.3	102	-4	17	6	2	-6	3
CCc1c(C2(O)CCCCC2)[nH]c2cnccc12	-4	0.0	/	-5	/	/	2	-4	6
CCO[C@H]1OC(C(N)=O)=C[C@@H](C(C)(C)C)[C@@H]1CCCO	0	0.3	103	2	/	/	-2	3	15
Cc1oc(C(=O)O)cc1COc1cccc2cccnc12	0	1.5	87	7	1	1	2	-3	3
Cc1ccc(S(=O)(=O)CCC(=O)OCC(=O)NCc2ccc(F)cc2)cc1	/	-1.6	/	2	/	/	/	-6	7
COC(=O)CC(NC(=O)C1CC1)c1ccc2c(c1)OCO2 (configuration not stated)	0	2.4	98	-2	8	-6	5	-4	-1
NC(=O)c1nsc(C(=O)N(Cc2ccc(F)cc2)C(C(=O)NCC2CCCO2)c2ccc(O)cc2)c1N (configuration not stated)	/	0.1	103	11	22	-5	0	-9	-6
CCn1c(NC(=O)c2cccc(Cn3cc(Cl)cn3)c2)nc2ccccc21	4	-0.1	107	4	-17	-5	7	1	-9
CC(C)[C@H](NC(=O)c1ccco1)C(=O)NCc1ccccc1	3	0.3	99	-3	23	-14	-1	-5	-4
CC1CCC(NC(=O)Cn2c(=O)oc3ccccc32)CC1 (configuration not stated)	0	-1.0	102	-4	4	-14	-2	-1	6
O=C(O)c1ccccc1-c1ccc(/C=C2\SC(=O)N(c3ccccc3)C2=O)o1	2	-0.1	108	-16	25	-2	-6	-10	2
Cc1cc(N)n(-c2ncnc3scc(-c4ccc(Cl)cc4)c23)n1	-2	-1.5	111	-3	2	5	0	-3	4
CN1CCN(C(=O)CCc2ccc(S(=O)(=O)NC3CCCCC3)cc2)CC1	5	1.2	101	-15	28	-4	-1	-1	-2
O=C(NCCO)c1ccc(-c2nnc(Nc3ccc(O)cc3)c3ccccc23)cc1	1	0.1	107	-4	28	2	-7	-2	7
CC(C)CNC(=S)NC(=O)c1ccc(Cl)cc1Cl	-3	0.9	99	-40	1	-3	0	-4	-3
COc1ccc(C(=O)NCc2cnn(C)c2)cc1OC1CCN(C(C)C)CC1	-4	1.0	96	2	24	7	4	4	-1

Some of the entries so far, with values under each structure:
Below each compound – IDE cell inh | CRFR2-BP ag | MEKK3 PB1 HTS | CRFR2-BP antag | PHOSPHO1 block | p-CIP stab down | IDE act | GalR3 antag | M4 PAM
Cc1ccc(NC(=O)COC(=O)c2c(-c3ccccc3)noc2C)c(C)c1
    -2 | -0.1 | / | 15 | / | / | -1 | -6 | 10
O=C(CCc1nc2ccccc2c(=O)[nH]1)NCc1ccccn1
    2 | 11 | 99 | 13 | -15 | 16 | -3 | -6 | 1
Cn1ccnc1Sc1ccccc1[N+](=O)[O-]
    10 | -0.4 | 101 | -7 | -24 | 0 | -5 | -7 | 6
CC1(C)CC(=O)C2=C(C1)N(c1ccccc1)C(=O)C2(O)C(F)(F)F (configuration not stated)
    16* | -0.9 | 108 | -2 | 13 | -3 | 3 | -7 | 0
COC(=O)c1ccc(OCc2nn[nH]n2)cc1
    7 | 2.0 | 102 | -11 | 41 | 2 | 3 | -3 | 0
C[C@@H]1CCCCO[C@H](CN(C)Cc2ccccc2)[C@@H](C)CN([C@H](C)CO)C(=O)c2cc(NC(=O)c3ccccc3)ccc2O1
    / | -0.7 | / | 10 | / | / | / | -7 | -3
CCOC(=O)N1CCN(C(=O)Cc2ccccc2OC)CC1
    -2 | -0.7 | 105 | 11 | / | 3 | 1 | -6 | 0
O=C1Cn2c(nc3ccccc32)N1c1ccccc1F
    1 | 0.3 | 103 | 14 | -2 | -2 | 2 | -1 | -8
c1ccc(Cn2c(NCc3ccco3)nc3ccccc32)cc1
    -1 | -1.5 | 103 | 0 | 33 | -10 | 4 | -5 | 2
O=C(CSc1ccc(Cl)cc1)NCc1ccco1
    1 | -2.3 | 102 | -4 | 17 | 6 | 2 | -6 | 3
CCc1c(C2(O)CCCCC2)[nH]c2cnccc12
    -4 | 0.0 | / | -5 | / | / | 2 | -4 | 6
CCO[C@H]1OC(C(N)=O)=C[C@@H](C(C)(C)C)[C@@H]1CCCO
    0 | 0.3 | 103 | 2 | / | / | -2 | 3 | 15
Cc1oc(C(=O)O)cc1COc1cccc2cccnc12
    0 | 1.5 | 87 | 7 | 1 | 1 | 2 | -3 | 3
Cc1ccc(S(=O)(=O)CCC(=O)OCC(=O)NCc2ccc(F)cc2)cc1
    / | -1.6 | / | 2 | / | / | / | -6 | 7
COC(=O)CC(NC(=O)C1CC1)c1ccc2c(c1)OCO2 (configuration not stated)
    0 | 2.4 | 98 | -2 | 8 | -6 | 5 | -4 | -1
NC(=O)c1nsc(C(=O)N(Cc2ccc(F)cc2)C(C(=O)NCC2CCCO2)c2ccc(O)cc2)c1N (configuration not stated)
    / | 0.1 | 103 | 11 | 22 | -5 | 0 | -9 | -6

The results go on.
SMILES	IDE cell inh	CRFR2-BP ag	MEKK3 PB1 HTS	CRFR2-BP antag	PHOSPHO1 block	p-CIP stab down	IDE act	GalR3 antag	M4 PAM
CC(=NC1CC1)C1=C(O)c2ccccc2C1=O	3	-1.2	106	13	6	1	0	-3	1
CCc1cc2c(CN3CCN(C)CC3)cc(=O)oc2cc1O	4	2.5	104	2	-8	-14	3	-2	-1
O=C1CCC/C(=N\NC(=O)c2ccc(NS(=O)(=O)c3ccc(Br)cc3)cc2)C1	-1	-0.2	101	19	-7	-12	-3	5	-1
CCCS(=O)(=O)c1nc(S(=O)(=O)c2ccc(C)cc2)c(N2CCCCC2)s1	/	0.0	/	27	/	/	/	-6	-4
CCOC(=O)C(=NC1CCS(=O)(=O)C1)NNc1cc(Cl)ccc1Cl (configuration not stated)	-1	-1.4	91	10	20	-1	3	-3	0
CCc1cc2c(=O)c(-c3nc4ccccc4n3C)c(C)oc2c(CN(CC)CC)c1O	1	0.2	108	5	-122	-13	-1	-5	6
CC1(C)N=C(c2ccccc2)C(=O)N1	-1	-0.3	92	16	-9	-15	-1	-1	15
Cc1cc(=O)n2[nH]c(N)c(N=Nc3ccccc3F)c2n1	5	1.0	96	10	-7	-2	-1	2	3
Cc1cc(C(=O)CSc2nn(-c3ccccc3)c(=S)s2)c(C)n1Cc1ccco1	9	0.8	99	11	-32	-15	4	-3	-6
COc1ccccc1-c1cc(C(=O)NCCCN2CCOCC2)no1	2	-0.4	106	3	43	-16	4	-5	-2
CSc1cccc(NC(=O)c2ccccn2)c1	6	/	96	/	-26	0	/	/	/
CCCCC1CC(=O)NC1(C(=O)OCC)C(=O)OCC (configuration not stated)	/	-3.5	/	1	/	/	7	-3	2
O=[N+]([O-])c1ccc(Cl)c(-c2ccc(/C=N/n3cnnc3)o2)c1	2	-13	104	-16	-3	9	5	-12	-1
COc1cc(SC)ccc1C(=O)N1CCN(c2ccc(O)cc2)CC1	2	-2.7	102	19	6	-1	2	-9	8
Cc1ccc(C)c(NC(=O)CCn2nc(C)cc2C)c1	-3	-0.7	104	-1	-10	-4	2	0	11
Nc1nc2n[nH]nc2c(=O)[nH]1	1	2.8	106	0	/	/	4	-5	5
COC(=O)c1ccc(NC(=O)C(=O)c2cn(CC(=O)N3CCOCC3)c3ccccc23)cc1	-4	0.7	105	-1	17	-4	3	-2	2
Cn1c(Cc2ccccc2)nnc1SCc1ccc(C(=O)O)cc1	0	0.5	97	-10	-13	3	2	-7	20
CCOC(=O)C1=NNC2C(=O)N(CC)C(=O)C12 (configuration not stated)	0	1.9	101	4	3	-4	3	1	6
O=C(Nc1nnc(C23CC4CC(CC(C4)C2)C3)s1)c1ccco1	11	9.9	100	15	-10	-16	4	2	13
OCCC1CN(Cc2cccn2-c2ncccn2)CCN1Cc1ccccc1 (configuration not stated)	4	1.0	94	18	14	-10	4	-6	-3
CCn1cc(/C=N/NS(=O)(=O)c2ccc(OC)cc2)c(C)n1	2	-0.9	99	-6	11	-10	6	-2	11
COc1ccc(CN(C(=O)/C=C/C(=O)c2ccc(OC)cc2O)C(C(=O)NC2CCCCC2)c2ccncc2)cc1 (configuration not stated)	-3	1.4	106	-28	-4	-2	3	0	8
COc1ccc(OC)c(S(=O)(=O)CC(O)COc2ccccc2Cl)c1 (configuration not stated)	-4	-2.2	104	-4	38	-4	-3	-3	4
C[N+](C)(C)C[C@H](O)CC(=O)O	2	1.2	102	-7	/	/	6	-2	3
(next part)
SMILES	IDE cell inh	CRFR2-BP ag	MEKK3 PB1 HTS	CRFR2-BP antag	PHOSPHO1 block	p-CIP stab down	IDE act	GalR3 antag	M4 PAM
CC12C=CC(=O)C=C1CCC1C3CCC(O)(C(=O)CO)C3(C)CC3OC312 (configuration not stated)	-3	-0.4	100	10	17	-5	2	-3	-6
Cc1ncc(N=Nc2ccc(F)cc2)c(-c2ccc(Cl)cc2)n1	1	-1.0	105	-20	-22	2	5	-1	9
O=C(/C=C/c1ccco1)NC(=S)Nc1cccc(C(=O)O)c1	0	1.3	95	4	36	-16	2	-9	0
Cc1nn2c(CN(C(=O)c3ccco3)c3ccccc3)nnc2c2ccccc12	/	-0.5	/	2	/	/	1	1	-1
Cn1ncc([N+](=O)[O-])c1C(=O)Nc1nccs1	2	-0.1	104	9	4	-10	-2	-11	3
CC(C)[C@H](NC(=O)OC(C)(C)C)C(=O)NCC1CCC(C(=O)N[C@@H](Cc2ccccc2)C(=O)O)CC1 (some centres not stated)	3	-1.5	100	5	27	-6	2	-7	0

Another view of some results above.
mol: O=C(/C=C/c1ccco1)NC(=S)Nc1cccc(C(=O)O)c1
  IDE cell inh = 0
  CRFR2-BP ag = 1.3
  MEKK3 PB1 HTS = 95
  CRFR2-BP antag = 4
  PHOSPHO1 block = 36
  p-CIP stab down = -16
  IDE act = 2
  GalR3 antag = -9
  M4 PAM = 0

mol: CC(C)[C@H](NC(=O)OC(C)(C)C)C(=O)NCC1CCC(C(=O)N[C@@H](Cc2ccccc2)C(=O)O)CC1 (some centres not stated)
  IDE cell inh = 3
  CRFR2-BP ag = -1.5
  MEKK3 PB1 HTS = 100
  CRFR2-BP antag = 5
  PHOSPHO1 block = 27
  p-CIP stab down = -6
  IDE act = 2
  GalR3 antag = -7
  M4 PAM = 0

Compound activity (PubChem BioAssay)
